# Cav32 inh: inhibitors of human Cav3.2 T-type calcium channel; O95180; B-score at 10 µM; hit rate 4% among 100,000; Cav3.2-expressing cells, Fluo-4 calcium fluorescence FDSS; active compounds read low;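 active means single-dose well whose peak fluorescence ratio is a statistical outlier from its plate by either plate-standardised score or position-corrected B-score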
# Target sequence (O95180 whole entry, looked up): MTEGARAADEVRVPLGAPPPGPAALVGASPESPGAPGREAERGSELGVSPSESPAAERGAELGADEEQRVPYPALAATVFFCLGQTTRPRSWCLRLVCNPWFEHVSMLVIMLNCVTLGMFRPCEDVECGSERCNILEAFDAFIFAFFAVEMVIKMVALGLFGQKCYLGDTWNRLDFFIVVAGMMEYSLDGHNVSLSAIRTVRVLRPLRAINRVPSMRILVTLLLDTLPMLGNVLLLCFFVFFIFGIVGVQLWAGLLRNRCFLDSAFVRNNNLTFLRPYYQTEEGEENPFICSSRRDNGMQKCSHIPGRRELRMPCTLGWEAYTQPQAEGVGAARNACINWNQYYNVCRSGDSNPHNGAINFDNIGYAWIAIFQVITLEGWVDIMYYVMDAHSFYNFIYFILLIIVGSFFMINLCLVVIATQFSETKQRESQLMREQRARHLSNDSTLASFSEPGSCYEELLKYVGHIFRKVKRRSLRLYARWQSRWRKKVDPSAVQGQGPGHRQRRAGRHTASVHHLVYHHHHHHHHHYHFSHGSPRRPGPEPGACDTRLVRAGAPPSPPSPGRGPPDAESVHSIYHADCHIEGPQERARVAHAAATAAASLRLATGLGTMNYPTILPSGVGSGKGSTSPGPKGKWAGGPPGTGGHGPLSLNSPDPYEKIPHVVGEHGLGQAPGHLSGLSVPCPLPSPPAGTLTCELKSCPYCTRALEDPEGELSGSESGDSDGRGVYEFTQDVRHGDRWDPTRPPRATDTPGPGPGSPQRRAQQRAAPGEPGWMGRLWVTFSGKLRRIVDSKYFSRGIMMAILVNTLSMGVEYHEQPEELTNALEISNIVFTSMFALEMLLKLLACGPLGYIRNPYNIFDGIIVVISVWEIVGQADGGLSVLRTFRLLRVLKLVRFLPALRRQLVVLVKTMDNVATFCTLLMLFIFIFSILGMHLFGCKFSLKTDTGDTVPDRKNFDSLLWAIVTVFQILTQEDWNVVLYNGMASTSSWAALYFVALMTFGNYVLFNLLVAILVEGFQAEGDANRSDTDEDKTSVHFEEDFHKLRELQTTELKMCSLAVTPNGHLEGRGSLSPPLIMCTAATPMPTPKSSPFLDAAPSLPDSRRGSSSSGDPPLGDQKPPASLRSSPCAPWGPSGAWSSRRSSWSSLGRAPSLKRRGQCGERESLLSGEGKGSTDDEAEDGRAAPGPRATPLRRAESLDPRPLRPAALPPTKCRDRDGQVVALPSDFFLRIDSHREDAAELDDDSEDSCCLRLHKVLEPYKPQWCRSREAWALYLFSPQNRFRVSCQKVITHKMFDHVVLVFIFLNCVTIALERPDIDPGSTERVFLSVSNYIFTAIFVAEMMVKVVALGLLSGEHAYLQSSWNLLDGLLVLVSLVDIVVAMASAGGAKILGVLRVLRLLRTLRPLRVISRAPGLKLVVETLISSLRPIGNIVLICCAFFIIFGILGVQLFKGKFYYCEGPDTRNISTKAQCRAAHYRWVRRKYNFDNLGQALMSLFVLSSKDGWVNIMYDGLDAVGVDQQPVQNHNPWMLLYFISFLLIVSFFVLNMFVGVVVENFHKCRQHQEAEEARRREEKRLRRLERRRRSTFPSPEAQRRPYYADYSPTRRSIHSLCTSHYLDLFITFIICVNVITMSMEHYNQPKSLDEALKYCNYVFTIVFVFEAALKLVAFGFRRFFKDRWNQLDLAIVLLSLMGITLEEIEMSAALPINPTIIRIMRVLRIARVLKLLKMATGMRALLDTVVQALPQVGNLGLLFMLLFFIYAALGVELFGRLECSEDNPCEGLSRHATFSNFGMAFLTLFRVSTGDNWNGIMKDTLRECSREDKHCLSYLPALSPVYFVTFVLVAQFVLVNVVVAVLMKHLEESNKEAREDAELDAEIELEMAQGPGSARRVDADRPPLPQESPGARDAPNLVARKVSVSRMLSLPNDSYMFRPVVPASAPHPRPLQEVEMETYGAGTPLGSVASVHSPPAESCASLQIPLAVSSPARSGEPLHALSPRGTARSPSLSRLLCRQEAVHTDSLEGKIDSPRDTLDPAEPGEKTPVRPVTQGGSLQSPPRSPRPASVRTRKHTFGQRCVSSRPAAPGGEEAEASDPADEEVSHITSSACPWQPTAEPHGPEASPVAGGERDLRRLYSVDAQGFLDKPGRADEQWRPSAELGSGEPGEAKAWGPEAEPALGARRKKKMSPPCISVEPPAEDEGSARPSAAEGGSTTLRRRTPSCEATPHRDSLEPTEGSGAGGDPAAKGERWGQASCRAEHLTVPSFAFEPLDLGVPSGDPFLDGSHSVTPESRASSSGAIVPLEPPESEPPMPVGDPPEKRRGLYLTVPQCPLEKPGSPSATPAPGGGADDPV
# * hit, by the source's call. The list is partial (hit frequency here may not be typical).
SMILES | Cav32 inh
Cc1ccc(Cl)cc1N1CCN(CC(=O)Nc2ccc3[nH]c(=O)[nH]c3c2)CC1 | -0.36
Cc1c(C(=O)NCc2cccs2)oc2ccc(Br)cc12 | -0.67
CCCCOC1(c2ccccc2)OC(=O)c2ccccc21 (stereo not given) | -0.81
CCn1c(/C=C/c2cccc([N+](=O)[O-])c2)nc2ccccc2c1=O | 0.22
COc1ccccc1C(=O)O/N=C(\N)c1ccc(Cl)cc1 | 0.61
C=CCn1c(SCC(=O)OCc2ccccc2)nc2c1c(=O)n(C)c(=O)n2C | -0.023
C/C(=C1/SC(=S)N(CCC(=O)O)C1=O)c1ccc(O)cc1 | 1.2
c1coc(CNCC2OCCc3ccccc32)c1 (stereo not given) | -0.025
CC(C)c1nc(SCC(=O)N2CCN(c3ccccc3)CC2)c2c(=O)n(C)c(=O)n(C)c2n1 | -1.2
COc1ccc(NC(C)=O)cc1NC(C)C(=O)Nc1ccc(F)c(F)c1F (stereo not given) | 1.5
Clc1ccc(Nc2nc(-c3ccncc3)cs2)cc1 | 0.93
CCn1c(=N)n(CC(=O)C23CC4CC(CC(C4)C2)C3)c2ccccc21 | -1
Cc1cc(C)nc(NC(=O)c2cc3ccccc3o2)n1 | 0.13
CCC(=O)N(Cc1cc(=O)[nH]c2ccccc12)c1cccc(C)c1 | -0.59
N#CC1=C(N)Oc2n[nH]c(-c3ccccc3)c2C1c1ccsc1 (stereo not given) | -1.2
CCCSc1nc2c(cnn2-c2ccc(Cl)cc2)c(=O)[nH]1 | -1.2
CCOc1ccc(NC(=O)C2CCN(S(=O)(=O)c3cccnc3)CC2)cc1 | 2
O=C(CCCc1ccccc1)N1CCc2ccccc21 | -1.8
COc1ccc(CCNc2c(N)n(Cc3ccccc3)c(=O)[nH]c2=O)cc1OC | -0.083
CCCc1nc(SCC(=O)NCc2ccco2)c2c(=O)n(C)c(=O)n(C)c2n1 | 0.7
COc1ccc(C(=O)Nn2c(C3CCC3)nc3ccccc3c2=O)c(OC)c1 | 0.16
O=C(COc1ccc(Cl)cc1Cl)NC1CCSC1=O (stereo not given) | 1.6
CCC(=O)Nc1cccc(-c2nnc(SCC(=O)c3ccccc3)n2C)c1 | 1.2
CS(=O)(=O)N(CC(=O)N1CCN(c2ccccc2F)CC1)c1cccc(C(F)(F)F)c1 | -2.5
CCOc1cc(S(=O)(=O)NCc2ccco2)c(OCC)cc1-n1cnnn1 | 0.17
O=C(CN1CCN(c2nc(-c3ccccc3)cs2)CC1)Nc1ccc2c(c1)OCO2 | -1.5
CN1CCN(C(=O)c2cccc(S(=O)(=O)N3CCCCC3)c2)CC1 | 0.071
CCOC(=O)C1CCCN(Cc2cccc(Cl)c2)C1 (stereo not given) | 0.43
O=C(CC(c1ccccc1)c1cc(Br)ccc1O)NCc1ccco1 (stereo not given) | -9.9*
O=C1OCC2=C1C(c1ccc(F)cc1)Sc1ccccc1N2 (stereo not given) | -3

# A second format for two compounds above.
Cav32 inh | SMILES
0.22 | CCn1c(/C=C/c2cccc([N+](=O)[O-])c2)nc2ccccc2c1=O
0.61 | COc1ccccc1C(=O)O/N=C(\N)c1ccc(Cl)cc1

# Following part:
SMILES | Cav32 inh
COc1ccccc1C(=O)NCc1ccc2c(c1)OCO2 | 0.95
CCOC(=O)C1=C(C)N(CCCC(=O)O)C(=O)NC1c1ccccc1OS(=O)(=O)c1ccc(C)cc1 (stereo not given) | 0.98
O=C1CCCC(O)=C1C(C#Cc1ccccc1)C1=C(O)CCCC1=O | 1.3
O=C(C1CCCN1S(=O)(=O)c1cccc2cccnc12)N1CCc2ccccc21 (stereo not given) | 0.3
CCOCCCNS(=O)(=O)c1ccc(OC)c(Cl)c1Cl | 0.12
Cc1c(Cc2ccccc2)sc(NC(=O)c2ccco2)c1C(N)=O | 0.058
COc1ccc(Cl)cc1NC(=O)Nc1cccc([N+](=O)[O-])c1C | 0.16
CCN1CCCC1CNC(=O)c1cc(OC)c(OC)c(OC)c1 (stereo not given) | 1
O=C(C1CCCO1)N1CCN(c2ccc(F)cc2)CC1 (stereo not given) | 0.73
COc1cccc(-c2nn(-c3ccccc3)cc2C(=O)NCC(=O)O)c1 | -0.34
C=CCCN(C(CC(C)C)C(=O)OC)S(=O)(=O)c1ccccc1Br (stereo not given) | -1.6
Cc1ccc2c(c1)N(CCC(=O)NCCCOC(C)C)C(=O)C(C)O2 (stereo not given) | 0.75
Cc1cc(C)nc(-n2nc(C)cc2NC(=O)c2cccc(S(=O)(=O)N3CCOCC3)c2)n1 | 1.9
CCNC(=S)NNC(=O)Nc1ccccc1 | -0.4
CCOC(=O)c1c(C)[nH]c(C(=O)Cn2c(=O)oc3ccccc32)c1C | -1.5
CS(=O)(=O)N1CCC(C(=O)Nc2cc(C(F)(F)F)ccc2Cl)CC1 | 0.68
COc1ccc(-c2ccc(-c3nnc(Cc4ccc(OC)c(OC)c4)o3)cc2)cc1 | -0.19
CN(Cc1ccccc1)S(=O)(=O)c1cccs1 | -0.82
COc1cc(C)nc(NS(=O)(=O)c2ccc(C)cc2)n1 | 0.46
COc1ccc2c(c1)c(CC(=O)O)c(C)n2C(=O)c1ccc(Cl)cc1 | 1.9
COc1ccc(OCC(=O)Nc2cc(-c3nn4c(C)nnc4s3)ccc2C)cc1 | 0.13
CN1c2ccccc2-c2nc3ccccc3n2C1c1ccncc1 (stereo not given) | 0.61
COc1cc2c3c(c1OC)C1(C=CC(=O)C=C1)CC3N(C(=O)c1ccccc1)CC2 (stereo not given) | 0.83
CN(Cc1ccc(OC(F)F)cc1)C(=O)c1ccc2nccnc2c1 | 0.16
Cc1cc(Cl)cc(Br)c1OCCNCC(C)O (stereo not given) | 0.7
COc1nc(OC/C(N)=N/O)nc(N2CCOCC2)n1 | 0.14
COc1ccc(OC)c(N=C2C(=O)Nc3ccccc32)c1 | 0.58
CCCn1c(SCC(=O)c2ccc(CC)cc2)n[nH]c1=O | -0.85
CC(NC(=O)CN1CCN(c2ncccn2)CC1)c1ccc(F)cc1 (stereo not given) | 0.47
Cc1cc(-c2cc(C(=O)NCc3ccccc3)on2)nc(S(C)(=O)=O)n1 | 1.1
Oc1cc(Cc2ccccc2)cnc1CN1CCOCC1 | 1.3
O=C(Nc1ccc(OC(F)(F)F)cc1)C1CCCN(S(=O)(=O)c2cccnc2)C1 (stereo not given) | 0.011
Cc1nc2cc(NC(=O)NCc3ccc4c(c3)OCO4)ccc2o1 | -0.11
CC(C)c1nc2sc3c(SCC(=O)NCc4ccco4)ncnc3c2c2c1CCC2 | 0.13
CCOC(=O)Cn1cc(C(=O)C2CC2)c2ccccc21 | 0.66
CNc1nc2c(c(=O)[nH]c(=O)n2C)n1CCOC | 0.043
CCOCCCNC(=O)CN(Cc1ccc(Cl)cc1)S(C)(=O)=O | 0.034
Cc1cc2c(cc(C(=O)NCc3cccnc3)n2Cc2ccc(Cl)cc2)o1 | -2.3
CCOC(=O)C(/C=N/c1cc(C)nn1-c1ccccc1)=C(\C)O | -1.4
Nc1c(C(=O)NCc2cccnc2)sc(=S)n1-c1ccccc1 | 0.45
CCN1C(=O)c2cccc3c(S(=O)(=O)NCc4ccccn4)ccc1c23 | 1.1
CC(=O)Nc1ccc(S(=O)(=O)N(c2cccnc2)S(=O)(=O)c2ccc(NC(C)=O)cc2)cc1 | 0.27
CC(C)C(=O)N1CCN(CCN=CC2=C(O)CC(c3ccco3)CC2=O)CC1 (stereo not given) | -0.0095
O=C(O)c1cccc(N2CCCC2=O)c1 | -0.07
Cc1cc(=O)[nH]c(SCC(=O)Nc2ccc(S(=O)(=O)N3CCOCC3)cc2)n1 | 0.62
COc1ccc(N2C(=O)CC(Sc3nccc(C)n3)C2=O)cc1 (stereo not given) | 0.4
CC1CN(C(=O)CN2C(=O)c3ccccc3C2=O)CC(C)O1 (stereo not given) | 0.26
Nc1c(S(=O)(=O)c2ccccc2)c2nc3ccccc3nc2n1/N=C/c1ccco1 | -2.4
COc1cccc(CNc2nc3nc(C)c(Cl)c(C)n3n2)c1 | 0.51
CC(=O)N[C@H](Cc1c[nH]c2ccccc12)C(=O)O | -0.093
O=C1c2ccccc2C(=O)N1c1ncccn1 | 0.48
CCc1ccc(NS(=O)(=O)c2cccs2)cc1 | -2.6
Cc1cc(=O)[nH]c(SCC(=O)C23CC4CC(CC(C4)C2)C3)c1C#N | 0.45
O=C(NCc1cccnc1)c1cnc2n(c1=O)CCS2 | -0.26
CCOc1ccc(NC(=O)c2cccc(OC(=S)N3CCC(C)CC3)c2)cc1 | -4.3*
Cn1cnnc1SCC(=O)Nc1sc2c(c1C#N)CCCCC2 | -1.1
CCOC(=O)c1c(C)[nH]c(C(=O)CSc2ccccc2)c1C | -0.073
COc1ccc(-c2cccc([C@H]3[C@@H]4C=CCC[C@@]4(C)C(=O)N3Cc3ccccc3)c2)cc1 | 0.92
O=C1CC(c2ccccc2)CC(O)=C1C=NC1CCCC1 (stereo not given) | -1.2
CC(C)NC(=O)c1onc(CSc2ccccn2)c1C(=O)NC(C)C | 0.68

# Additional compounds follow.
SMILES | Cav32 inh
Cc1nn(Cc2ccc(Cl)cc2)c(C)c1N | -0.16
O=C(CSc1nc2ccsc2c(=O)n1-c1ccccc1)N1CCCC1 | 1.1
O=C(Cn1c(=O)oc2cc(S(=O)(=O)N3CCCCC3)ccc21)N1CCc2ccccc2C1 | 0.11
CCOC(=O)c1c(C)nn(Cc2cccc(Cl)c2)c1N | -0.44
COc1ccccc1C/C(N)=N/OC(=O)c1ccc(C)c([N+](=O)[O-])c1 | -1.4
CC12CC3CC(C)(C1)CC(C(=O)NC(=S)N1CCCCC1)(C3)C2 | -1.7
O=C(O)c1ccc(CSc2nc(-c3ccc(Cl)cc3)cc(C(F)(F)F)n2)cc1 | -0.88
O=C(O)C1CC=CCC1C(=O)Nc1cccc(F)c1 (stereo not given) | 0.55
CCOC(=O)c1cccc(NC(=O)CSc2nc(N)cc(N)n2)c1 | -0.52
CCOc1cc(C(=S)N2CCC(O)CC2)ccc1OS(=O)(=O)c1ccc(Br)cc1 | -4.9*
COc1ccc(NC(=O)CN(Cc2ccccc2)S(C)(=O)=O)c(OC)c1 | -0.32
CCCOC(=O)c1ccc(NC(=O)c2cnccn2)cc1 | 0.16
Cc1ccc(NC(=O)c2cc(NC(=O)c3ccco3)ccc2N2CCCCC2)cc1 | -0.13
c1ccc(-c2nc(NCCCn3ccnc3)c3oc4ccccc4c3n2)cc1 | 0.32
CCOC(=O)c1c(C)oc2ccc(OCC(=O)N(CC)CC)cc12 | -2.5
Clc1cc(Cl)cc(CSc2nnc(-c3sccc3-n3cccc3)o2)c1 | -0.68
CCOC(=O)CN1CC23C=CC(O2)C(C(=O)Nc2ccc(F)c(C)c2)C3C1=O (stereo not given) | 0.42
CCCCc1nc(NCCNC(=O)c2ccco2)c(C#N)c2c1CSC(C)(C)C2 | -5.8*
Cc1cccc(NC(=O)CSc2nnc(-c3ccccc3Br)o2)c1C | -0.88
CC(O)/C=C/C1OC(=O)CC1Nc1ccc(C=O)cc1 (stereo not given) | 0.049
CC(C)(C)OC(=O)N1CCC(C(=O)N2CCC[C@H]2C(=O)O)CC1 | 0.35
CCCS(=O)(=O)N1CCCC(C(=O)NC2CCCC(C)C2C)C1 (stereo not given) | 0.083
Cc1ccc(Cl)cc1NC(=O)CCn1cccc1 | 0.11
COCc1cc(C)nc(SCC(=O)Nc2ccccc2C)c1C#N | 0.0073
Cc1ccc(-c2cccc(C3CC=CC4C3C(=O)N(Cc3ccccc3)C4c3cc(C)ccc3F)c2)cc1 (stereo not given) | -0.84
Nc1cc(N)nc(SCCOc2ccccc2)n1 | 0.36
CC(=O)N1CCN(Cc2nc3cc(NC(=O)c4ccccc4)ccc3n2C)CC1 | 0.25
CCC(OC(=O)c1cc2sccc2n1C)C(=O)NCC1CCCO1 (stereo not given) | 0.39
CN(C)CC/C=C1\c2ccccc2COc2ccccc21 | -0.4
O=C(c1ccccc1)c1ccc(C(=O)N2CCOCC2)cc1 | -0.41

# Among those listed so far, these contain a cyano group:
SMILES | Cav32 inh
N#CC1=C(N)Oc2n[nH]c(-c3ccccc3)c2C1c1ccsc1 (stereo not given) | -1.2
Cc1cc(=O)[nH]c(SCC(=O)C23CC4CC(CC(C4)C2)C3)c1C#N | 0.45
Cn1cnnc1SCC(=O)Nc1sc2c(c1C#N)CCCCC2 | -1.1
CCCCc1nc(NCCNC(=O)c2ccco2)c(C#N)c2c1CSC(C)(C)C2 | -5.8*
COCc1cc(C)nc(SCC(=O)Nc2ccccc2C)c1C#N | 0.0073

# (continued)
SMILES | Cav32 inh
C(=C\c1ccccc1)/C=N/Nc1nc(N2CCCCC2)nc(N2CCCCC2)n1 | -0.047
O=C(CCC(=O)NNC(=O)COc1ccccc1)NCc1ccccc1 | 0.31
CN(C(=O)COc1ccccc1)c1nnc(C23CC4CC(CC(C4)C2)C3)s1 | 0.34
CCCC(=O)c1ccc(N2CCN(S(=O)(=O)c3ccccc3)CC2)c(F)c1 | 0.76
CCOC(=O)c1nnn(-c2nonc2N)c1-c1cccc2ccccc12 | -3.2
Cc1ccc(N(CC(=O)Nc2ccc3c(c2)OCCO3)S(=O)(=O)c2c(C)noc2C)cc1 | -2.9
O=S(=O)(NCc1cccnc1)c1cc(Cl)ccc1Cl | 0.35
N#Cc1cc(-c2ccc(Cl)cc2)cnc1Sc1ccccc1 | -1.9
COc1ccc(C(=O)Nc2nccs2)cc1OC | 0.29
Nc1ccccc1-c1nnc(SCc2ccccc2Cl)[nH]c1=O | -0.57
Cc1ccc(NC(=O)CSC2=C(C#N)C(c3ccc4c(c3)OCO4)C3=C(CCCC3=O)N2)c(C)c1 (stereo not given) | -2.1
CCOC(=O)c1ccc(NS(=O)(=O)N2CCCCCC2)cc1 | -3.6
CCOC(=O)CNc1ncnc2nc[nH]c12 | 1.2
O=C(NCc1cccc(C(F)(F)F)c1)C1CCN(c2ncccn2)CC1 | 0.14

# Source: PubChem BioAssay (Vanderbilt High Throughput Screening Facility)
